Screening results: PubChem, The Scripps Research Institute Molecular Screening Center
CHO-K1 Ca antag: counter-screen for M1 antagonists: effect in parental CHO-K1 cells | ATP-induced calcium, Fluo-8 fluorescence | inhibition, % at 3 µM | 0.6% of 360,000 active | AID 602250;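 active means inhibition above a per-plate cutoff, the plate's mean sample inhibition plus 3 SD, cut at about 24% in these data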;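 further: 0% = DMSO plus EC80 ATP and 100% = DMSO alone without ATP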
TAAR1 antag: human TAAR1 antagonism; Q96RJ0; CHO RD-HGA16 TAAR1, Fluo-8 calcium fluorescence, antagonist; inhibition, % at 3 µM; 1.5% of 360,000 active; AID 624466;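 active means inhibition above a per-plate cutoff, the mean inhibition of test compounds on that plate plus 3 SD, cut at about 49% in these data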;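 further: 0% = DMSO plus EC80 beta-PEA response and 100% = DMSO alone without agonist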
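Test system – hTAAR1-expressing CHO RD-HGA16 cells, Gα16-coupled · Also added – β-PEA at EC80 concentration, post-compound challenge · Compound – 3 µM, single point · Incubation – dye loading 75 min at 37 °C, then 30 min room temperature · Measured by – Fluo-8 intracellular calcium dye fluorescence, real-time kinetic reads · Benchmarks – vehicle and agonist controls · Replicates – singlicate, one well per test compound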
CHO parental Ca: signal in parental CHO cells, OX1R antagonist counter-screen; parental CHO-K1, ATP-induced calcium, Fluo-8 fluorescence; inhibition, % at 5.6 µM; 0.63% of 330,000 active;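 active means inhibition above that plate's mean sample inhibition plus 3 SD, cut at about 26% in these data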;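 further: 0% = ATP-challenged DMSO wells and 100% = DMSO wells without ATP; some compounds past the cut are filed as inactive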
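Measured by: calcium-sensitive Fluo-8 fluorescence / Test system: CHO parental line / Controls: ATP-challenged DMSO wells low, unchallenged DMSO wells high / Measure: % inhibition / Compound: single nominal dose of 5.6 µM per compound / Replicates: single well per compound, no replicates / Reagent: ATP as calcium-mobilizing challenge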
CHO-K1 Ca PAM: counter-screen for M1 PAMs: effect in parental CHO-K1 cells. ATP EC20, Fluo-8 calcium fluorescence; 0% at ATP EC20, 100% at ATP max. activation, % at 3 µM. 0.02% of 360,000 active. AID 602247;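 active means activation above the run cutoff, the mean activation of all test compounds plus 3 SD, cut at about 40% in these data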;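 further: peak over basal fluorescence ratio in a 140 s read after ATP addition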
V1R ag counter: V1a receptor agonism, counter-screen for OXTR agonists; P37288; CHO-V1R cells, Fluo-8 calcium fluorescence, agonist mode; 0% DMSO, 100% 3 nM vasopressin; activation, % at 3 µM; 0.25% of 320,000 active; AID 2797;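 active means activation above the mean activation of all tested compounds plus 3 SD, per screening run, cut at about 20% in these data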;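 further: signal is peak over basal fluorescence ratio across a 100 second FLIPR read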
OXTR ag: activates the human oxytocin receptor; CHO-OTR cells, Fluo-8 calcium fluorescence; normalized: DMSO 0%, oxytocin 100%; AID 2435; activation, % at 3 µM; 0.32% of 320,000 active; P30559;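 active means activation above the mean of all tested compounds plus 3 SD, cutoff set per screening run, cut at about 20% in these data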;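 further: peak over basal fluorescence ratio from a 100 s FLIPR kinetic read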
Target sequence (P30559 whole entry, looked up): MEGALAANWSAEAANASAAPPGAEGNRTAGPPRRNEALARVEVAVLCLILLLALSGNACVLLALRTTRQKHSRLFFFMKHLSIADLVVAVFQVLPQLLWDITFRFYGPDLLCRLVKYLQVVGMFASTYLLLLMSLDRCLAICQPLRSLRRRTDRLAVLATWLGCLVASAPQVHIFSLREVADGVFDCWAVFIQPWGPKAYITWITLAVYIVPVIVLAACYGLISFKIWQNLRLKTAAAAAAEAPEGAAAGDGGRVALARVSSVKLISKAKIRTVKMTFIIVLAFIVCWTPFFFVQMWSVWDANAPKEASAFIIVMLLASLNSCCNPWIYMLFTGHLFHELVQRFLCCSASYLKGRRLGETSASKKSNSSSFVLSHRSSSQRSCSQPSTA
GPR7 antagonist: human neuropeptides B/W receptor 1 antagonism; P48145; AID 1861; inhibition, % at 4.4 µM; 1.1% of 290,000 active; GPR7-expressing cells, fluorescence antagonist assay; in the data active means inhibition above about 16%, passing the limit was not always enough;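 further: cells stimulated with the agonist NPW; 0% = agonist with vehicle and 100% = vehicle without agonist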
Target sequence (P48145 whole entry, looked up): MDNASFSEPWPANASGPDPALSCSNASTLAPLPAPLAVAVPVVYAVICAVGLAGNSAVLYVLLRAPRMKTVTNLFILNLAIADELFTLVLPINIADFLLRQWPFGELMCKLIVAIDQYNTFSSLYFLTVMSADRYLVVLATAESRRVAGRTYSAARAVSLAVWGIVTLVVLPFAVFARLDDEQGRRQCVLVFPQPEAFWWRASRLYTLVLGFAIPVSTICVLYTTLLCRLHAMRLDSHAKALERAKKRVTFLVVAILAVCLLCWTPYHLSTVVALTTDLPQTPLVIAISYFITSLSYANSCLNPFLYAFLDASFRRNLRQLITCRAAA
OXTR potentiator: potentiates the human oxytocin receptor response; P30559; CHO-OTR cells, Fluo-8 calcium fluorescence, potentiator mode; 0% = oxytocin EC15, 100% = EC100; activation, % at 3 µM; 0.061% of 320,000 active; AID 2445;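 active means activation above that plate's cutoff, the mean activation of tested compounds plus 3 SD, cut at about 6.6% in these data, passing the limit was not always enough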;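 further: 100% uses oxytocin at 75 nM as the full agonist control; some results filed as inactive read as strong as hits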
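Measured by – Fluo-8 calcium dye fluorescence · Test system – human OTR in CHO cells · Dosing – one concentration, 3.0 µM compound · Controls – EC15 oxytocin alone as 0%, 75 nM oxytocin as 100% · Evaluation – normalized max/min fluorescence ratio, % activation · Timing – 6 min pre-incubation, 100 s read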
M1 ag parental: nonselective activator or artifact in parental CHO-K1 cells | 0.48% of 360,000 active | activation, % at 3 µM | Fluo-8 calcium fluorescence; scaled to maximal ATP response, vehicle zero | AID 602248; in the data active means activation above about 15%;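 further: untransfected CHO-K1 host cells lacking M1 receptor as counterscreen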
The depositor's hits bear a star; x = no result given. Random draw from the library; overall some 3.5% were active at least once.

Field names – A = CHO-K1 Ca antag; B = TAAR1 antag; C = CHO parental Ca; D = CHO-K1 Ca PAM; E = V1R ag counter; F = OXTR ag; G = GPR7 antagonist; H = OXTR potentiator; I = M1 ag parental
> O=C(NCc1ccc(F)cc1)Nc1cccc(Cl)c1
  A = 31*; B = 1; C = 11; D = -15; E = 5.4; F = 3.5; G = -8; H = -8; I = 4.6

> Nc1nc(Nc2ccccc2)sc1C(=O)c1ccccc1
  A = -11; B = -33; C = -42; D = 18; E = 15; F = -2.5; G = -10; H = 12; I = 14

> COc1cc(CCC(=O)OCC(=O)Nc2ccccc2C#N)cc(OC)c1OC
  A = 4; B = -7; C = -1; D = 11; E = 6.2; F = 5.4; G = -8; H = -16; I = 1.3

> Cc1nc(SCC(=O)N2CCN(C(=O)c3cccs3)CC2)c2c(C)c(C)sc2n1
  A = -2; B = -17; C = x; D = 11; E = x; F = x; G = x; H = x; I = 2.0

> CCOC(=O)c1c(C)[nH]c(C(=O)Nc2cc(OCC)c(N3CCOCC3)cc2OCC)c1C
  A = -6; B = 2; C = -13; D = -10; E = 1.2; F = -0.6; G = x; H = -6; I = 0.9

> COc1cccc(OC)c1OCCCCc1c(C)n[nH]c1C
  A = -7; B = -6; C = -22; D = 2; E = -0.7; F = -0.3; G = -7; H = -4; I = 1.8

> CCC(C)Nc1nc(OC(C(F)(F)F)C(F)(F)F)nc(OC(C(F)(F)F)C(F)(F)F)n1 (stereo unspecified)
  A = -7; B = -4; C = -14; D = -2; E = -0.1; F = 0.1; G = -9; H = -10; I = 0.0

> COCCNC(=O)CSc1nc2ccccc2c(=O)n1CCC(=O)N1CCN(c2ccccc2)CC1
  A = -6; B = -1; C = -13; D = 8; E = -1.1; F = -0.7; G = -1; H = -3; I = 1.9

> CC12CCC(C(N)=O)(C1Br)C2(C)C (stereo unspecified)
  A = -16; B = -15; C = 2; D = 9; E = 0.7; F = -0.4; G = 1; H = -6; I = 0.7

> Cc1cccc(CSCCNC(=O)CN2C(=O)c3ccccc3S2(=O)=O)c1
  A = 0; B = -4; C = -10; D = -23; E = 1.6; F = 1.4; G = -2; H = -9; I = 1.7

Field names – A = CHO-K1 Ca antag; B = TAAR1 antag; C = CHO parental Ca; D = CHO-K1 Ca PAM; E = V1R ag counter; F = OXTR ag; G = GPR7 antagonist; H = OXTR potentiator; I = M1 ag parental
> Cc1cc(F)ccc1S(=O)(=O)NCC(c1cccnc1)N1CCc2ccccc21 (stereo unspecified)
  A = -19; B = -16; C = -49; D = 16; E = 2.5; F = 1.2; G = 14; H = -6; I = 1.0

> COc1ccccc1Cn1nnc2c(=O)[nH]c(C3CCN(C(=O)c4ccc(F)cc4)CC3)nc21
  A = -9; B = 14; C = -11; D = 21; E = 1.1; F = -0.7; G = -12; H = -9; I = 0.2

> CCSc1nc2cc(C(=O)OC)ccc2c(=O)n1CC
  A = -21; B = -7; C = -24; D = 15; E = -1.2; F = -2.1; G = -15; H = -7; I = 0.7

> CCCCC(=O)Nc1nn(CCC)c2nc3ccccc3cc12
  A = -17; B = 18; C = -29; D = 25; E = -1.6; F = -1.6; G = -10; H = -2; I = 1.7

> Clc1ccc(CNC2CCN(Cc3ccccc3)CC2)cc1
  A = 7; B = -2; C = -4; D = -17; E = 2.9; F = 3.7; G = 20; H = -7; I = 0.6

> COc1cc(OC)cc(-c2cc3ccc(F)cc3cn2)c1
  A = 2; B = 7; C = -23; D = -18; E = -0.5; F = -1.6; G = x; H = -1; I = -0.7

> O=Cc1ccc(Cl)c(Cl)c1
  A = 5; B = 0; C = 1; D = -14; E = 0.8; F = 0.4; G = x; H = -4; I = -0.4

> COc1cc([N+](=O)[O-])ccc1NC(=S)NCc1ccccn1
  A = 6; B = 2; C = -11; D = -1; E = -0.2; F = -0.8; G = 0; H = -7; I = 0.3

> COc1ccc(/C=C(/C#N)C(=O)Nc2ccc(C)cc2C)cc1C(=O)O
  A = -13; B = -16; C = 1; D = 15; E = 1.3; F = 0.5; G = 8; H = -4; I = 0.2

> N#C/C(=C\c1ccccc1)C(=O)NNS(=O)(=O)c1ccc(Br)cc1
  A = -5; B = 3; C = -9; D = 4; E = 0.4; F = 1.4; G = x; H = -1; I = 0.3

Complete entries from above:
Record of `COc1cc(OC)cc(-c2cc3ccc(F)cc3cn2)c1` → CHO-K1 Ca antag: 2; TAAR1 antag: 7; CHO parental Ca: -23; CHO-K1 Ca PAM: -18; V1R ag counter: -0.5; OXTR ag: -1.6; GPR7 antagonist: x; OXTR potentiator: -1; M1 ag parental: -0.7
Record of `O=Cc1ccc(Cl)c(Cl)c1` → CHO-K1 Ca antag: 5; TAAR1 antag: 0; CHO parental Ca: 1; CHO-K1 Ca PAM: -14; V1R ag counter: 0.8; OXTR ag: 0.4; GPR7 antagonist: x; OXTR potentiator: -4; M1 ag parental: -0.4

Carrying on:
SMILES	CHO-K1 Ca antag	TAAR1 antag	CHO parental Ca	CHO-K1 Ca PAM	V1R ag counter	OXTR ag	GPR7 antagonist	OXTR potentiator	M1 ag parental
C=CC(=O)NC(C)(C)Cc1ccccc1	-11	-1	-14	2	1.3	0.6	-9	-5	-0.1
COc1cccc(NC2=NC3(CCCCC3)N=C(N)N2)c1	-10	5	-2	6	1.0	0.3	-9	-9	0.1
OCCNc1nc(Nc2ccccc2Oc2ccccc2)nc(N2CCCC2)n1	0	0	-23	1	3.3	-0.9	x	-19	0.0
O=C(NC1CCCCC1)c1ccc(S(=O)(=O)c2ccccc2)cc1	4	-13	-18	-3	0.7	0.2	-6	-6	0.5
Cc1oc2c(CN3CCCC(C)C3)c(O)ccc2c(=O)c1-c1ccccc1 (stereo unspecified)	-17	-8	-9	-1	-0.8	0.0	-10	-7	0.2
CC(OC(=O)Cc1n[nH]c(=O)c2ccccc12)C(=O)Nc1cc(Cl)cc(Cl)c1 (stereo unspecified)	3	11	-10	-3	1.8	1.7	x	-20	-0.2
Cc1sc2ncnc(NCc3ccco3)c2c1C	2	4	-10	1	8.3	7.5	-13	-31	4.5
COc1ccc(CNCc2ccc([N+](=O)[O-])cc2)cc1OC	-8	2	-17	1	-0.4	-0.6	-8	-2	-0.4

SMILES	CHO-K1 Ca antag	TAAR1 antag	CHO parental Ca	CHO-K1 Ca PAM	V1R ag counter	OXTR ag	GPR7 antagonist	OXTR potentiator	M1 ag parental
O=C(C[N+]1(CC#Cc2ccccc2)CCOCC1)c1ccc(Cl)cc1	-13	-20	-13	-4	-0.9	-0.6	12	-9	-0.1
Cc1ccn(CCSCC(=O)O)n1	-11	-6	-2	20	-0.5	0.1	-3	-2	0.6
CC(=O)N1CCN(C(=O)CCNC(=O)c2ccc(Br)cc2)CC1	-3	7	x	14	x	x	x	x	2.9
NC(=O)c1c(NC(=O)Cc2cccs2)sc2c1CCC2	-2	9	-10	13	2.4	-2.2	-5	-1	0.8
CCCCN(C(=O)c1cc(Cl)nc2ccccc12)c1c(N)n(Cc2ccccc2)c(=O)[nH]c1=O	-1	-31	-6	19	0.3	0.0	x	-1	1.0
O=C(c1cc2ccccc2o1)N1CCCCCC1	-6	6	-11	12	-1.7	-1.4	-12	-14	0.0

Grouped by structure: those above containing fluorine (five)
SMILES	CHO-K1 Ca antag	TAAR1 antag	CHO parental Ca	CHO-K1 Ca PAM	V1R ag counter	OXTR ag	GPR7 antagonist	OXTR potentiator	M1 ag parental
O=C(NCc1ccc(F)cc1)Nc1cccc(Cl)c1	31*	1	11	-15	5.4	3.5	-8	-8	4.6
CCC(C)Nc1nc(OC(C(F)(F)F)C(F)(F)F)nc(OC(C(F)(F)F)C(F)(F)F)n1 (stereo unspecified)	-7	-4	-14	-2	-0.1	0.1	-9	-10	0.0
Cc1cc(F)ccc1S(=O)(=O)NCC(c1cccnc1)N1CCc2ccccc21 (stereo unspecified)	-19	-16	-49	16	2.5	1.2	14	-6	1.0
COc1ccccc1Cn1nnc2c(=O)[nH]c(C3CCN(C(=O)c4ccc(F)cc4)CC3)nc21	-9	14	-11	21	1.1	-0.7	-12	-9	0.2
COc1cc(OC)cc(-c2cc3ccc(F)cc3cn2)c1	2	7	-23	-18	-0.5	-1.6	x	-1	-0.7
